High-throughput results from PubChem BioAssay.
DYRK1A inh: rat Dyrk1A kinase inhibitors, primary screen, biochemical, single point, plate reader | ADP-Glo luminescence, NFATc1 peptide | Dual specificity tyrosine-phosphorylation-regulated kinase 1A (Rattus norvegicus), Q63470 | 0.43% of 310,000 active | inhibition, % at 12.5 µM | AID 504441, 2011; in the data active = inhibition above about 50%;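 also: plate controls were vehicle with enzyme for no effect and no enzyme for full effect; many of its hits are not listed in these tables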
HSF1 activator: HSF-1 activators, primary screen, NIH3T3-HGL cells, MG132 stress, luminescence, single point. NIH3T3-HGL HSF-1 luciferase reporter, 8 h; 100% = twice DMSO control signal. activation, % at 9 µM. 1.7% of 300,000 active;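 active = mean replicate activation of at least 50% with a set share of replicates each reaching 50%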;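 also: 0% = median of the neutral control wells and 100% = twice that signal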
HSP90 refold inh: HSP90 inhibitors, primary screen, cell lysate, luminescence. inhibition, % at 5.6 µM. Heat shock protein HSP 90 (rabbit reticulocyte lysate; luciferase refolding). Rabbit reticulocyte lysate, luciferase refolding luminescence, 3 h. 0.91% of 290,000 active;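 active = inhibition above the screen-wide mean plus 3 SD, computed separately per campaign, cut at about 16% in these data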;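 also: 0% = DMSO wells and 100% = 60 µM geldanamycin wells; inhibitors lower the luminescence because luciferase stays unfolded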
HSF1 inhib: HSF1 inhibitors in luciferase reporter cells, primary screen, cell-based, NIH3T3, luminescence; AID 2098, 2009; NIH3T3-HGL HSE-luciferase, MG132-induced, luminescence 8 h; active compounds read low; activity change, negative = inhibition, % at 7.5 µM (by protocol); 0.77% of 300,000 active;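 active = more than half of replicate wells show activity change below -50%, luminescence cut by over half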;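 also: luciferase reports HSF-1 transcriptional activity via heat shock element; 0% = median of DMSO wells and -100% = zero luminescence signal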
GSK3A inh: blockers of GSK3A enzyme activity – biochemical, luminescence, cell-free homogeneous, HTS, primary screen | inhibition, % at 10 µM | GSK-3 alpha kinase, ADP-Glo luminescence, 60 min | AID 2650, 2010 | 0.1% of 320,000 active | Glycogen synthase kinase-3 alpha (Homo sapiens), P49840;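 in the data active = inhibition above about 50%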;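 also: GST-tagged GSK-3 alpha with peptide substrate and 25 µM ATP; 0% = DMSO neutral wells and 100% = GW8510 positive control wells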
Target sequence (P49840 whole entry, looked up): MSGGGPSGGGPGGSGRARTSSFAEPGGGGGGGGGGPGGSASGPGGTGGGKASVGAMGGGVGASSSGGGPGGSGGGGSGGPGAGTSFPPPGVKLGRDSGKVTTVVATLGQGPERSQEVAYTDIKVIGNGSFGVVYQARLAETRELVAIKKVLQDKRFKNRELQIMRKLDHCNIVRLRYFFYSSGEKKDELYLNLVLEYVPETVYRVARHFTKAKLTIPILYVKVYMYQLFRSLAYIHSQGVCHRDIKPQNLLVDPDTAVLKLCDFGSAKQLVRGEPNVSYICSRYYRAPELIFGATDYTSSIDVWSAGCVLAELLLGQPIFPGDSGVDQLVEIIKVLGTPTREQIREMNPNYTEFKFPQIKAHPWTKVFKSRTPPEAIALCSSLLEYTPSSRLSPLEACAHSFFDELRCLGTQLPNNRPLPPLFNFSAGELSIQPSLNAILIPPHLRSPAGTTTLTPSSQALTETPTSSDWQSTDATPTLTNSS
GSK3beta inhib: human GSK3beta kinase inhibitors, primary screen, biochemical, cell-free homogeneous, HTS | Glycogen synthase kinase-3 beta (Homo sapiens), P49841 | 0.038% of 300,000 active | GST-GSK3beta kinase, ADP-Glo luminescence, 60 min; active compounds read low | activity score (negative = inhibition), % at 10 µM;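 active = more than half of replicate wells score below -50%, meaning over 50% inhibition versus plate controls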;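 also: 0% = median DMSO wells and -100% = median GW8510 positive control wells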
Target sequence (P49841 whole entry, looked up): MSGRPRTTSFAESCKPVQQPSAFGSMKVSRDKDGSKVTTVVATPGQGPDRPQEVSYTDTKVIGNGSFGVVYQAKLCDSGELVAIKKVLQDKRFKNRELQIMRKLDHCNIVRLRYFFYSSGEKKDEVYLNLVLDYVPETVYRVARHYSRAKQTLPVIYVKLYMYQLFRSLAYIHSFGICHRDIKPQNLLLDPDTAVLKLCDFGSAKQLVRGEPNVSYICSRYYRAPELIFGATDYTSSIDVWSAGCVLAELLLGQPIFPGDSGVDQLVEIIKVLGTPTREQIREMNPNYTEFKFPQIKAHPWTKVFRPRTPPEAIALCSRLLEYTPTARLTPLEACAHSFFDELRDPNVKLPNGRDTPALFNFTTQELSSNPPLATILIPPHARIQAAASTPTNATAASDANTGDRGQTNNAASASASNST
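test system = GST-tagged human GSK3beta kinase, cell-free | reagent = 25 µM ATP with peptide substrate | dosing = one dose of 10 µM per compound | schedule = 60 min reaction, RT | detection = luminescent ADP-Glo measurement of ADP formed | control set = DMSO neutral wells and GW8510 at 20 µM as positive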
aSyn UTR inh: MLPCN primary screen, SNCA 5' untranslated region | alpha-synuclein 5'UTR reporter, inhibitor activity | inhibition, % (tested at 7.5 µM) | 0.82% of 300,000 active | AID 1813, 2009; in the data active = inhibition above about 60%;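 also: H4 neuroglioblastoma cells stably carrying SNCA 5'UTR luciferase fusion; 0% = DMSO wells and 100% = positive control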
Platelet DG rel: inhibitors of platelet dense granule secretion, primary screen, cell-based, MLPCN, human platelets | inhibition, %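 (compounds screened at 7.5 µM in platelet-rich plasma)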 | 0.22% of 300,000 active | human platelet-rich plasma, SFLLRN dense granule ATP release, luminescence;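 active = mean replicate score, as percent of positive control, at or above 50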
KLF5 inh: KLF5 expression inhibitors, primary screen, DLD-1 cells, luminescence | inhibition, % at 5 µM | 0.23% of 290,000 active | AID 1700, 2009 | DLD-1 KLF5 promoter-luciferase reporter;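 active = inhibition above a per-plate limit of that plate's mean compound inhibition plus 3 SD, cut at about 60% in these data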;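 also: 0% = DMSO wells and 100% = LY294002 at 200 µM; higher means less KLF5 promoter-driven luciferase light; inactives centre near -14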
IEC-6 cytotox: cytotoxicity in IEC-6 intestinal epithelial cells, primary screen, cytotoxicity control for KLF5 inhibitor project, cell-based, luminescence; IEC-6 cytotoxicity, luminescence viability; inhibition, % at 5 µM; 0.78% of 290,000 active; AID 1825, 2009; in the data active = inhibition above about 22%;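 also: 0% = plate median of test compound wells and 100% = cytotoxic reference compound wells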
Starred values were filed as active, the others as inactive; x = not tested or not shown. A portion of the library. The share of hits here may be higher or lower than overall.

SMILES | DYRK1A inh | HSF1 activator | HSP90 refold inh | HSF1 inhib | GSK3A inh | GSK3beta inhib | aSyn UTR inh | Platelet DG rel | KLF5 inh | IEC-6 cytotox
NC(=O)c1cc(S(=O)(=O)NCc2ccccc2)cs1 | -6 | 8 | 0 | -1 | 3 | 0 | 12 | -32 | -13 | 4
CCOC(=O)N1CCC(NC(=O)c2cc(-c3ccc(F)cc3)[nH]c2C)CC1 | -4 | -6 | -1 | 0 | 0 | 1 | 7 | -5 | -8 | 5
O=C(Cn1cnc2c(nnn2Cc2ccccc2)c1=O)NCc1ccccc1Cl | -4 | 10 | 1 | 13 | 0 | -2 | 15 | -9 | -13 | -6
CC1CCN(C(=O)COC(=O)CSc2ccc(C(N)=O)cc2[N+](=O)[O-])CC1 | 2 | 8 | x | 10 | -1 | 0 | -9 | 2 | x | x
COc1cccc(OCc2nn[nH]n2)c1 | 2 | -8 | 5 | -5 | -3 | 5 | 1 | 3 | 3 | 0
C=CCn1c(SCC(=O)NC2CCS(=O)(=O)C2)nc2scc(C3CC3)c2c1=O (stereo not drawn) | 3 | 10 | 0 | 6 | -1 | -2 | 13 | -1 | -4 | 1
COc1ccc(N2CCN(C(=O)c3ccc(C)cc3Cl)CC2)cc1 | 2 | 3 | 1 | -2 | -1 | 4 | 11 | 4 | -33 | 2
CSc1ccccc1NC(=O)CSc1nncs1 | -4 | -14 | 1 | 1 | -2 | 1 | 9 | 2 | -10 | -1
CSc1cccc(NC(=O)C2CCCN2S(=O)(=O)c2ccc(Br)s2)c1 (stereo not drawn) | -1 | 5 | 7 | -3 | 0 | -3 | 8 | 2 | 3 | 1
C=C(CC)C(=O)c1ccc(OCC(=O)O)c(Cl)c1Cl | 7 | 33 | 5 | 35 | 2 | 4 | -67 | 5 | 6 | -2
CCOn1c(=O)c(-c2ccc(C)cc2)[n+]([O-])c2ccccc21 | -1 | -2 | -4 | -7 | -1 | -1 | -1 | -6 | -15 | -6
CCn1cc(C(=O)NCCC(=O)OC)c(=O)c2cc3c(cc21)OCO3 | -3 | -6 | 2 | 3 | 1 | -4 | 1 | 9 | -51 | -1
COc1ccc2[nH]cc(/C=C(/C#N)S(=O)(=O)c3ccccc3)c2c1 | -3 | 1 | 0 | -11 | -2 | -4 | -5 | 3 | -24 | 0
O=C(NCC1CCCO1)C1c2ccccc2C(=O)N1C1CCCCCC1 (stereo not drawn) | -1 | 13 | -3 | -4 | -1 | -4 | 3 | -1 | -4 | -3
Cc1cc(C(=O)NC2CCCN(Cc3ccc(Cl)cc3)C2)no1 (stereo not drawn) | -4 | 14 | -2 | 10 | -2 | 3 | -12 | -14 | -19 | 3
Cc1csc(N(C(=O)CCNC(=O)c2ccc([N+](=O)[O-])cc2)c2ccccc2)n1 | -52 | 5 | -1 | 3 | -1 | 2 | 16 | -2 | -32 | -5
O=C(N/C(=C\c1cn(-c2ccccc2)nc1-c1ccc(Cl)cc1)C(=O)N1CCOCC1)c1ccccc1 | x | 12 | -3 | -5 | -2 | 0 | 2 | 11 | -22 | -5
Cc1ccc(NCc2nnc(SCC(=O)NCc3ccco3)n2CC2CCCO2)cc1Cl (stereo not drawn) | -4 | -10 | -1 | -2 | 2 | 2 | -26 | -2 | -18 | 3
Cc1cc2c(c(=O)o1)C(Cc1ccccc1)C(C#N)=C(N)O2 (stereo not drawn) | -5 | 26 | -2 | 1 | 1 | 4 | -8 | -4 | -40 | -4
COc1ccc(C(=O)/C=C/N2CCCCC2)cc1OC | 4 | -7 | -4 | 0 | -2 | 0 | 35 | -2 | -39 | -2
NNc1cc([N+](=O)[O-])cc2c1C(=O)N(Cc1ccccc1)S2=O (stereo not drawn) | 1 | 2 | 2 | 3 | 1 | 4 | -17 | 4 | -35 | -4
C=C1c2cc3c(cc2NC(=S)N1Cc1ccccc1)OCO3 | x | 7 | -2 | 7 | -1 | 2 | -12 | -4 | -1 | 13
CCCN1CCC(=O)N([C@H](CSc2ccc(C)cc2)Cc2ccccc2)CC1 | 13 | -1 | x | 9 | x | -2 | -6 | -3 | x | x
COc1ccccc1C(=O)NCCC(=O)NCc1cccs1 | 4 | -5 | x | -8 | 0 | 4 | -1 | -4 | x | x
Cc1n[nH]c(=O)c2c(NC(=O)CSc3nnc(-c4ccncc4)n3C)oc(C)c12 | -4 | -2 | -3 | -4 | 0 | 2 | -5 | 14 | -8 | -2

(more compounds)
SMILES | DYRK1A inh | HSF1 activator | HSP90 refold inh | HSF1 inhib | GSK3A inh | GSK3beta inhib | aSyn UTR inh | Platelet DG rel | KLF5 inh | IEC-6 cytotox
CCOC(=O)c1ccc(N/C=C/C(=O)C(C)(C)C)cc1 | 0 | -44 | 5 | -27 | -2 | -4 | -137 | -15 | -26 | 4
COc1ccccc1NC(=O)/C(=C\c1cccnc1)NC(=O)c1ccc(C)cc1 | 6 | -17 | -1 | 6 | -2 | 2 | 20 | -7 | -8 | 4
O=C1N=c2ccccc2=C1c1sc(Nc2cccc(O)c2)nc1O | x | 4 | 3 | 1 | 2 | -6 | -90 | 1 | -28 | -1
CCOC(=O)C1(CC2CC2)CCN(Cc2cn[nH]c2-c2ccccc2)CC1 | -5 | x | -2 | x | 0 | 0 | 3 | 2 | -23 | 4
COc1ccc(OC)c(NC(=O)C23CC4CC(C2)CC(n2cnc(Br)n2)(C4)C3)c1 | 6 | -10 | 4 | -8 | -6 | 2 | -8 | 9 | 13 | -2
O=C(/C=C/c1ccc(F)cc1)c1ccc(N2CCOCC2)cc1 | -4 | -6 | 5 | 2 | -1 | 1 | -21 | 1 | -6 | 3
O/N=C/c1cc2ccccc2n1Cc1ccccc1F | 32 | -3 | -1 | 3 | -7 | -2 | 50 | -7 | -12 | 1
CC1CCCCN1C(=O)c1ccc(COc2ccc([N+](=O)[O-])cc2)o1 (stereo not drawn) | -1 | 22 | 3 | 14 | -5 | -1 | 48 | -15 | 10 | -4
CC1=CC2=NC(=O)CC(C)(C(=O)N(CC(=O)NC3CCCC3)c3ccccc3F)N2C=C1 (stereo not drawn) | -7 | 4 | -2 | -3 | -1 | -3 | -12 | -1 | -11 | -1
CCOc1ccc(NS(=O)(=O)c2ccc(C(=O)NCC(c3ccco3)N(C)C)cc2)cc1 (stereo not drawn) | -6 | 12 | x | 3 | -3 | -2 | 9 | 1 | x | x
FC(F)(F)c1ccccc1CNCc1ccc2c(c1)OCO2 | -3 | -6 | -3 | 0 | -6 | 4 | -9 | 8 | -19 | -3
CCC(C)N(CCNC(=O)CC1Oc2ccccc2NC1=O)C1CCCCC1 (stereo not drawn) | 6 | -4 | 3 | -1 | -3 | 0 | -27 | 4 | -36 | 0
O=C(c1ccc2c(c1)OCO2)N(Cc1ccco1)C1(C(=O)NC2CCCCC2)CCCCC1 | 3 | -7 | 4 | 0 | -1 | -2 | 18 | 4 | 9 | 7
COc1ccc(NC(=O)Nc2ccccc2C(N)=O)cc1 | 6 | 15 | 12 | -1 | 0 | -7 | -13 | 45 | 5 | 0
O=C(c1cc(COc2c(F)cccc2F)on1)N1CCc2ccccc2C1 | 1 | 7 | 3 | 2 | -1 | 2 | -9 | 0 | -36 | 1
CCOC(=O)c1ccc(NC(=O)CC2OCCN(CC)C2=O)cc1 (stereo not drawn) | -5 | 48 | -3 | 53 | -4 | 2 | 34 | 0 | -24 | 0
O=C(NC(=S)NCCN1CCOCC1)c1ccc(F)cc1 | 4 | 5 | -6 | -6 | -1 | 1 | -5 | 4 | -35 | 0
CCc1cc(=O)n2c([nH]c3ccccc32)c1C#N | -3 | 37 | 4 | 18 | -1 | 0 | -20 | 9 | -2 | -4
CN(C(=O)CC1C(=O)NCCN1CC(c1ccccc1)c1ccccc1)C(C1CC1)C1CC1 (stereo not drawn) | 5 | 10 | -1 | 8 | -2 | 1 | -17 | 1 | -34 | 0
CCc1nc2ccccc2c(C(=O)OCC(=O)C(C)(C)C)c1C | 1 | 22 | 6 | -8 | -3 | 2 | 0 | -3 | -15 | 24*
COc1ccccc1N1CCN(C2CCCN(Cc3cc(F)cc(F)c3)C2)CC1 (stereo not drawn) | -2 | -7 | 8 | -7 | 4 | -4 | -4 | -16 | -20 | -4
CC(=O)NS(=O)(=O)c1ccc(NC(=O)c2cc(-c3ccc(C)cc3)nc3ccccc23)cc1 | 27 | -1 | 4 | -5 | -3 | 4 | -9 | 6 | -6 | 8
CCCN1CCC(NC(=O)Nc2cccc3ccccc23)CC1 | 4 | -6 | 1 | -4 | -1 | 1 | 4 | 8 | -11 | 1
Nc1ccc(Sc2nnnn2-c2ccccc2)c(Cl)c1 | -1 | -1 | -1 | 2 | -7 | 1 | 3 | 0 | -35 | -2
CC(C)CN(C(=O)CCC(=O)OC(C)C(=O)Nc1cccc(C#N)c1)c1c(N)n(CC(C)C)c(=O)[nH]c1=O (stereo not drawn) | -2 | -22 | x | -8 | -2 | 1 | 14 | 20 | x | x

Limited to DYRK1A inh and Platelet DG rel, for some of the entries so far:
mol,DYRK1A inh,Platelet DG rel
O=C(c1ccc2c(c1)OCO2)N(Cc1ccco1)C1(C(=O)NC2CCCCC2)CCCCC1,3,4
CCc1cc(=O)n2c([nH]c3ccccc32)c1C#N,-3,9
CSc1cccc(NC(=O)C2CCCN2S(=O)(=O)c2ccc(Br)s2)c1 (stereo not drawn),-1,2

Next records follow.
SMILES | DYRK1A inh | HSF1 activator | HSP90 refold inh | HSF1 inhib | GSK3A inh | GSK3beta inhib | aSyn UTR inh | Platelet DG rel | KLF5 inh | IEC-6 cytotox
Cc1cc(OC(C)C(=O)NCc2ccncc2)c2c(C)c(C)c(=O)oc2c1 (stereo not drawn) | 0 | -13 | -4 | 8 | -9 | 1 | -9 | -1 | -9 | 6
CCc1nc(N2CCCC2C(=O)O)c2oc3ccccc3c2n1 (stereo not drawn) | 9 | -13 | 1 | 2 | -2 | 2 | 6 | -1 | -18 | 1
CCS(=O)c1ccccc1C(=O)O (stereo not drawn) | 3 | -7 | -2 | 6 | 0 | 2 | 6 | -2 | -36 | 1
NC(N)=NC(N)=Nc1ccc2ccccc2c1 | 11 | 4 | -1 | 3 | x | -5 | 2 | 6 | -18 | 2
O=C(NCCN1C(=O)S/C(=C\c2ccc(Cl)c(Cl)c2)C1=O)C1COc2ccccc2O1 (stereo not drawn) | 0 | -5 | -3 | -4 | 0 | -31 | 15 | 1 | -23 | 1
CC1=NN(C(=O)c2c(Br)c(C)nn2C)C(O)(C(F)(F)F)C1 (stereo not drawn) | 8 | 4 | -1 | -3 | 6 | 1 | -28 | -10 | -22 | -7
